HSF-1 act: HSF-1 activators, primary screen, NIH3T3-HGL cells, MG132 stress, luminescence, single point | NIH3T3-HGL HSF-1 luciferase reporter, 8 h; 100% = twice DMSO control signal | activation, % at 9 µM | 1.7% of 300,000 active | AID 504408, 2011;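 active means mean replicate activation of at least 50% with a set share of replicates each reaching 50%; inconclusive means only one of those two conditions met; inactive means mean below 50% and too few replicates reaching it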;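 further: 0% = median of the neutral control wells and 100% = twice that signal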
DYRK1A inh: rat Dyrk1A kinase inhibitors, primary screen, biochemical, single point, plate reader; Dual specificity tyrosine-phosphorylation-regulated kinase 1A (Rattus norvegicus), Q63470; ADP-Glo luminescence, NFATc1 peptide; inhibition, % at 12.5 µM; 0.43% of 310,000 active; AID 504441, 2011; in the data active means inhibition above about 50%;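 further: plate controls were vehicle with enzyme for no effect and no enzyme for full effect; many of its hits are not listed in these tables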
GSK3 alpha inh: blockers of GSK3A enzyme activity – biochemical, luminescence, cell-free homogeneous, HTS, primary screen | GSK-3 alpha kinase, ADP-Glo luminescence, 60 min | inhibition, % at 10 µM | 0.1% of 320,000 active | AID 2650, 2010;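 in the data active means inhibition above about 50%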;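 further: GST-tagged GSK-3 alpha with peptide substrate and 25 µM ATP; 0% = DMSO neutral wells and 100% = GW8510 positive control wells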
Target sequence (P49840 whole entry, looked up): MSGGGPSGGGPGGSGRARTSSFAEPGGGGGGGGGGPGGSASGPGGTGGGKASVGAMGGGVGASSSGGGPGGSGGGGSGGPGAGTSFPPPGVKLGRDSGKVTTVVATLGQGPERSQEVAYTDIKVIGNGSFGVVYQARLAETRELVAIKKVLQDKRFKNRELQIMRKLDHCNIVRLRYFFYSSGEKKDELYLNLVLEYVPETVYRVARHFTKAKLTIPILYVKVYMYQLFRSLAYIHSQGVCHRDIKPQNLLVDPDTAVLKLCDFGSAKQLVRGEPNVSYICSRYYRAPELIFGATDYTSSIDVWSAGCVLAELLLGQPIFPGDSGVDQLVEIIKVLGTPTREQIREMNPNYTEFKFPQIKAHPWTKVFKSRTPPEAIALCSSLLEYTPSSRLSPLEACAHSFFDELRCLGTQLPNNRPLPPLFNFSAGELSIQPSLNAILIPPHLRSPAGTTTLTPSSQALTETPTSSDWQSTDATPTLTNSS
GSK3B inh: human GSK3beta kinase inhibitors, primary screen, biochemical, cell-free homogeneous, HTS; GST-GSK3beta kinase, ADP-Glo luminescence, 60 min; active compounds read low; activity score (negative = inhibition), % at 10 µM; 0.038% of 300,000 active; AID 2097, 2009;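 active means more than half of replicate wells score below -50%, meaning over 50% inhibition versus plate controls; inconclusive means some replicates but at most half score below -50%; inactive means no replicate scores below -50%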;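 further: 0% = median DMSO wells and -100% = median GW8510 positive control wells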
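test system = GST-tagged human GSK3beta kinase, cell-free | reagent = 25 µM ATP with peptide substrate | dosing = one dose of 10 µM per compound | schedule = 60 min reaction, RT | detection = luminescent ADP-Glo measurement of ADP formed | control set = DMSO neutral wells and GW8510 at 20 µM as positive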
Platelet DG rel: inhibitors of platelet dense granule secretion, primary screen, cell-based, MLPCN, human platelets | inhibition, %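 (compounds screened at 7.5 µM in platelet-rich plasma)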 | human platelet-rich plasma, SFLLRN dense granule ATP release, luminescence | 0.22% of 300,000 active;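 active means mean replicate score, as percent of positive control, at or above 50; inconclusive means mean below 50 but at least one replicate at or above 50; inactive means mean and every replicate below 50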
PolyA inh: polyadenylation inhibitors in yeast reporter cells, primary screen, luminescence, S. cerevisiae; S. cerevisiae SKY197-pL101 polyadenylation reporter, beta-gal luminescence; efflux-impaired pdr1/pdr3 knockout yeast; score 100 = 6 SD above DMSO; calls only at 12 µM; AID 1875, 2009; 0.02% of 300,000 active;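 active means lowest replicate activity score at least 50, where 100 means six control SD above control mean; inconclusive means lowest score under 50 but half or more replicates reach 50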;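 further: yeast exposed to compound for 9 h at 30 °C; higher score means more reporter readthrough which indicates perturbed polyadenylation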
HSP90 inh: HSP90 inhibitors, primary screen, cell lysate, luminescence. inhibition, % at 5.6 µM. Heat shock protein HSP 90 (rabbit reticulocyte lysate; luciferase refolding). AID 1789, 2009. 0.91% of 290,000 active. Rabbit reticulocyte lysate, luciferase refolding luminescence, 3 h;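 active means inhibition above the screen-wide mean plus 3 SD, computed separately per campaign, cut at about 16% in these data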;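 further: 0% = DMSO wells and 100% = 60 µM geldanamycin wells; inhibitors lower the luminescence because luciferase stays unfolded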
HSF1 inh: HSF1 inhibitors in luciferase reporter cells, primary screen, cell-based, NIH3T3, luminescence; NIH3T3-HGL HSE-luciferase, MG132-induced, luminescence 8 h; active compounds read low; activity change, negative = inhibition, % at 7.5 µM (by protocol); 0.77% of 300,000 active;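 active means more than half of replicate wells show activity change below -50%, luminescence cut by over half; inconclusive means some wells, but at most half, below -50%; inactive means no replicate well below -50%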;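 further: luciferase reports HSF-1 transcriptional activity via heat shock element; 0% = median of DMSO wells and -100% = zero luminescence signal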
HDAC3 inhib: HDAC3 deacetylase inhibitors, primary screen, biochemical, fluorescence, cell-free homogeneous | recombinant HDAC3, fluorogenic peptide/trypsin coupled | inhibition, % at 8.3 µM | 0.15% of 320,000 active | AID 2718, 2010; in the data active means inhibition above about 26%, passing the limit was not always enough; inconclusive means no clear call, values can overlap the other calls
Target sequence (O15379 whole entry, looked up): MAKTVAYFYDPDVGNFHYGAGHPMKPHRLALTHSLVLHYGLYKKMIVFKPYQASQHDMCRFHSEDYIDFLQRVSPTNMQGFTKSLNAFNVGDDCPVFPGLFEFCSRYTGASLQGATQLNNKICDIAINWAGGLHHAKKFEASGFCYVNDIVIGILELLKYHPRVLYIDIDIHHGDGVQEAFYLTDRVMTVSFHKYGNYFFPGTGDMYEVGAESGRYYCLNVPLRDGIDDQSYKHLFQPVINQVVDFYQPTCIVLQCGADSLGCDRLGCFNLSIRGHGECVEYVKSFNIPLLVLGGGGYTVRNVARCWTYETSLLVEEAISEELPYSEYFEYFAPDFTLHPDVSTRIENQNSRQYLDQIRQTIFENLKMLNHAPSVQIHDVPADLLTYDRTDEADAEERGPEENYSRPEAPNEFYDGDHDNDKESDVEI
AI-2 QS modul: Vibrio harveyi AI-2 quorum sensing modulators, primary screen, JMH597 strain, luminescence/OD600 ratio; Vibrio harveyi JMH597 AI-2 luminescence/OD600 ratio, 9 h; active compounds read low; strain lacks LuxN and CqsS sensors; 0 = neutral-control median; activity change, % at 7.5 µM; 0.4% of 300,000 active; AID 2094, 2009; in the data active means activity change below about -75%, passing the limit was not always enough; inconclusive means no clear call, values can overlap the other calls;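 further: luminescence divided by OD600 gain over 9 h not by final OD600 alone; inactives centre near 13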
Starred values were filed as active, the others as inactive; i = inactive; ? = inconclusive; · = no result given. Only part of the results is shown; rates above refer to the full screens.

[1] O=C1CC(c2ccccc2)CC(O)=C1C=NCc1ccc(Cl)c(Cl)c1 (centres undefined)
[2] CCSCc1nnc(SCC(=O)Nc2cccc(SC)c2)n1C
[3] COc1cccc(NC(=O)Cn2cnc3sc(C)c(S(=O)(=O)N4CCCCC4)c3c2=O)c1
[4] COc1ccc(-c2csc(N(CCCN3CCOCC3)C(=O)c3ccco3)n2)cc1
[5] CC(=O)Oc1cccc(C(=O)Nc2ccc3c(c2)C(=O)N(CC2CCCO2)C3=O)c1 (centres undefined)
[6] CCOC(=O)CN1C(=O)C(O)(CC(=O)c2cccc(OC)c2)c2ccccc21 (centres undefined)
[7] CCN(CC)C(=S)Sc1c(-c2ccccc2)c2cc(Cl)ccc2[nH]c1=O
[8] COc1ccccc1CNC(=S)Nc1cc(C)ccc1C

assay / compound	1	2	3	4	5	6	7	8
GSK3 alpha inh	1	1	-1	0	-1	-2	·	0
PolyA inh	i	i	i	i	i	i	i	i
HSF-1 act	16	6	10	5	72*	2	-1	-6
HDAC3 inhib	1	0	·	3	-5	4	-7	1
HSF1 inh	2	-4	3	2	38	-3	8	0
AI-2 QS modul	-4	47	29	13	1	15	-4	22
DYRK1A inh	3	2	-1	47	-4	5	-9	5
GSK3B inh	-1	-2	-1	0	0	2	-2	3
HSP90 inh	2	7	0	-1	-2	1	4	3
Platelet DG rel	-1	1	8	3	7	-4	-6	3

[9] O=C(NC1CC1)c1ccc(NS(=O)(=O)c2ccccc2)cc1
[10] CC(=O)c1cc(NC(=O)c2ccccc2)c(=O)oc1C
[11] CCOc1ccc(N(CC(=O)Nc2cccc(OC)c2)S(=O)(=O)c2c(C)noc2C)cc1
[12] COC(=O)c1cccc(NC(=O)c2cccs2)c1C
[13] Cc1ccc(-c2nn(-c3ccccc3)cc2C(=O)Nc2ccc(C(=O)O)cc2)cc1
[14] O=C(NCC1CCCN(C(=O)c2cscn2)C1)c1ccccc1Cl (centres undefined)
[15] Cc1cccn2c(CNCC3OCCc4ccccc43)c(C(=O)N3CCCCC3)nc12 (centres undefined)
[16] Fc1ccccc1CNC(=S)Nc1ccc(Cl)cc1

assay / compound	9	10	11	12	13	14	15	16
GSK3 alpha inh	0	-1	-3	-1	-2	0	0	-4
PolyA inh	i	i	i	i	i	i	i	i
HSF-1 act	-13	30	30	13	2	-3	14	21
HDAC3 inhib	-3	-1	13	1	3	-7	1	0
HSF1 inh	-7	36	10	-2	10	1	-3	5
AI-2 QS modul	3	22	14	27	-5	8	9	-15
DYRK1A inh	-3	-3	4	1	-5	2	-32	0
GSK3B inh	-1	5	1	0	6	0	2	-5
HSP90 inh	4	1	-1	0	-4	-1	1	-1
Platelet DG rel	3	0	3	1	-3	-4	-5	9

[17] COC(=O)c1[nH]c2ccc(C)cc2c1NS(=O)(=O)c1ccc(F)cc1
[18] COc1ccc(S(=O)(=O)Oc2cc(C(=S)N3CCOCC3)ccc2OC)cc1
[19] CCOc1cc(C(=O)Nn2cnnc2)cc(OCC)c1OCC
[20] COC(=O)c1cccc(COC(=O)c2cc3ccccc3oc2=O)c1
[21] Cc1ccc(C(=O)CC(C(=O)O)n2cccn2)cc1 (centres undefined)
[22] CCOc1cc(S(=O)(=O)NCc2ccccc2)c(OCC)cc1-n1cnnn1
[23] CC(C(=O)C12CC3CC(CC(C3)C1)C2)N1CCOCC1 (centres undefined)
[24] C=CCn1c(O)c(C2=c3ccccc3=NC2=O)c2ccccc21

assay / compound	17	18	19	20	21	22	23	24
GSK3 alpha inh	-2	·	-3	-3	-4	0	-2	2
PolyA inh	i	i	i	i	i	i	·	i
HSF-1 act	-3	7	-6	1	-2	-6	-22	257*
HDAC3 inhib	2	·	-3	7	5	4	0	-7
HSF1 inh	1	-5	-11	2	3	-7	-11	188
AI-2 QS modul	-1	12	21	15	-7	16	5	1
DYRK1A inh	4	13	2	·	-23	·	10	-3
GSK3B inh	0	0	2	2	-1	-3	3	-5
HSP90 inh	-1	-2	4	-3	2	4	-3	3
Platelet DG rel	6	0	16	7	2	-2	-9	11

[25] Cn1c(=O)c2c(nc(Oc3ccc4c(c3)OCO4)n2Cc2ccc(Cl)cc2)n(C)c1=O
[26] COC(=O)Nc1c(C(=O)OC)cc(OC)c(OC)c1OC
[27] COc1ccc(N2CCN(CCNC(=O)Nc3ccc(C)c(Cl)c3)CC2)cc1
[28] Nc1nc(SCc2ccc(Br)cc2)[nH]c(=O)c1-c1ccccc1
[29] O=Cc1cccc(Oc2ccc([N+](=O)[O-])cc2[N+](=O)[O-])c1
[30] CSc1ccc(S(=O)(=O)N(C)Cc2ccccc2)cc1
[31] O=C(NNS(=O)(=O)c1ccccc1)c1cccnc1
[32] COc1ccc(-c2csc(Nc3ncccn3)n2)cc1C

assay / compound	25	26	27	28	29	30	31	32
GSK3 alpha inh	-2	4	-2	-2	0	-2	-2	-2
PolyA inh	i	i	i	i	i	i	i	i
HSF-1 act	3	10	-8	6	2	11	-6	18
HDAC3 inhib	-4	0	1	4	0	8	·	-6
HSF1 inh	0	0	-1	7	9	-4	3	14
AI-2 QS modul	4	8	21	17	35	6	4	21
DYRK1A inh	-5	3	-4	2	-1	1	-6	1
GSK3B inh	-3	0	-1	1	1	2	-4	0
HSP90 inh	0	-2	0	-4	2	-4	4	-5
Platelet DG rel	-1	2	-4	-2	-10	-1	?	0

[33] O=C(c1cccc2ccccc12)C1CCCN(C(=O)c2ccc(N3CCOCC3)cc2)C1 (centres undefined)
[34] O=C(NC1CCCC1)c1cc(-c2ccccc2)on1
[35] O=C(CCNC(=O)c1ccc(Cl)cc1)NCc1cccc(C(F)(F)F)c1
[36] COC(=O)c1ccc(C(=O)OC)c(NC(=O)C(C)(C)C)c1
[37] O=C(NCc1ccncc1)c1nc(-c2cccs2)no1
[38] O=c1[nH]cnc(O)c1C(c1ccc([N+](=O)[O-])cc1)c1c(O)nc[nH]c1=O
[39] Cc1cc(C)c(NC(=O)CS(=O)CC(=O)N2CCN(c3ccc(F)cc3)CC2)c(C)c1 (centres undefined)
[40] CCOC(=O)c1c(S(=O)(=O)NCCCc2ccco2)c(C)n(C)c1C

assay / compound	33	34	35	36	37	38	39	40
GSK3 alpha inh	-2	0	8	-1	·	-3	-2	-2
PolyA inh	i	i	i	i	i	i	i	i
HSF-1 act	·	61*	32	67*	13	13	-4	-13
HDAC3 inhib	1	4	6	-3	-10	-1	3	-1
HSF1 inh	·	38	9	21	2	-1	-4	-6
AI-2 QS modul	23	-17	3	13	5	11	35	14
DYRK1A inh	2	-4	-13	-4	1	·	-6	-7
GSK3B inh	-3	1	-4	-3	-2	0	6	2
HSP90 inh	0	3	·	5	-3	1	-1	2
Platelet DG rel	-6	0	-2	3	0	-1	5	2

Grouped by structure: the entries above containing two or more sulfur atoms (5)
[2] CCSCc1nnc(SCC(=O)Nc2cccc(SC)c2)n1C
[3] COc1cccc(NC(=O)Cn2cnc3sc(C)c(S(=O)(=O)N4CCCCC4)c3c2=O)c1
[7] CCN(CC)C(=S)Sc1c(-c2ccccc2)c2cc(Cl)ccc2[nH]c1=O
[18] COc1ccc(S(=O)(=O)Oc2cc(C(=S)N3CCOCC3)ccc2OC)cc1
[30] CSc1ccc(S(=O)(=O)N(C)Cc2ccccc2)cc1

assay / compound	2	3	7	18	30
GSK3 alpha inh	1	-1	·	·	-2
PolyA inh	i	i	i	i	i
HSF-1 act	6	10	-1	7	11
HDAC3 inhib	0	·	-7	·	8
HSF1 inh	-4	3	8	-5	-4
AI-2 QS modul	47	29	-4	12	6
DYRK1A inh	2	-1	-9	13	1
GSK3B inh	-2	-1	-2	0	2
HSP90 inh	7	0	4	-2	-4
Platelet DG rel	1	8	-6	0	-1

(next part)
[41] CCOc1cc(N2CCOCC2)c(OCC)cc1NC(=O)C(C)C
[42] O=C(Cc1ccc(Br)cc1)Nc1ncc([N+](=O)[O-])s1
[43] CCCc1nnc(NC(=O)c2ccc(N3C(=O)C4C5C=CC(C5)C4C3=O)cc2)s1 (centres undefined)
[44] CCS(=O)(=O)N1Cc2ccccc2CC1C(=O)Nc1ccc(NC(C)=O)cc1 (centres undefined)
[45] O=C(COC(=O)c1ccc([N+](=O)[O-])o1)NC1CCS(=O)(=O)C1 (centres undefined)
[46] Fc1ccc(OCc2nc3ccccc3s2)cc1

assay / compound	41	42	43	44	45	46
GSK3 alpha inh	-3	2	-6	1	0	0
PolyA inh	i	i	i	i	i	i
HSF-1 act	3	31	15	4	-1	35
HDAC3 inhib	-3	4	8	5	-3	2
HSF1 inh	-3	12	-2	-1	0	23
AI-2 QS modul	20	7	6	13	17	7
DYRK1A inh	-4	11	-12	5	-5	9
GSK3B inh	1	-4	4	-1	-2	4
HSP90 inh	1	3	0	8	1	-2
Platelet DG rel	-1	-20	11	0	1	7

Screening data as filed in PubChem BioAssay.
